HTT cytoprotect = cytoprotection in Huntington HTT-Q103 PC12 cell model; Potency, µM (highest dose often 56.4 µM), for the others: cytoprotection (ATP increase), actives largely listed as activators; 0.14% of 230,000 active; PC12 HTT-Q103 induced, cytoprotection, ATP luminescence, 40 h;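 note: % of control where 0% means no effect; nearly all actives have a fitted effect of over 45% in size; toxic huntingtin expression switched on by the ecdysone agonist tebufenozide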
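PC12 cells with ecdysone-inducible HTT exon 1 Q103-GFP, induced with 100 nM tebufenozide and co-treated with library compounds in a dose series (1536-well, 1500 cells/well). Cytoprotection read as ATP content by ATPlite luminescence.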
L3MBTL1 block = L3MBTL1 (human) inhibition; Q9Y468; AlphaScreen L3MBTL1–H3K9me1 peptide binding; Potency, µM (series often up to 57.1 µM), without a hit: at the highest dose activity, negative = inhibition, actives largely listed as inhibitors; 0.66% of 230,000 active; AID 485360; note: % is set by controls: 0 for no effect and ±100 for the full control effect; nearly all actives have a fitted effect of over 60% in size
Target sequence (Q9Y468 whole entry, looked up): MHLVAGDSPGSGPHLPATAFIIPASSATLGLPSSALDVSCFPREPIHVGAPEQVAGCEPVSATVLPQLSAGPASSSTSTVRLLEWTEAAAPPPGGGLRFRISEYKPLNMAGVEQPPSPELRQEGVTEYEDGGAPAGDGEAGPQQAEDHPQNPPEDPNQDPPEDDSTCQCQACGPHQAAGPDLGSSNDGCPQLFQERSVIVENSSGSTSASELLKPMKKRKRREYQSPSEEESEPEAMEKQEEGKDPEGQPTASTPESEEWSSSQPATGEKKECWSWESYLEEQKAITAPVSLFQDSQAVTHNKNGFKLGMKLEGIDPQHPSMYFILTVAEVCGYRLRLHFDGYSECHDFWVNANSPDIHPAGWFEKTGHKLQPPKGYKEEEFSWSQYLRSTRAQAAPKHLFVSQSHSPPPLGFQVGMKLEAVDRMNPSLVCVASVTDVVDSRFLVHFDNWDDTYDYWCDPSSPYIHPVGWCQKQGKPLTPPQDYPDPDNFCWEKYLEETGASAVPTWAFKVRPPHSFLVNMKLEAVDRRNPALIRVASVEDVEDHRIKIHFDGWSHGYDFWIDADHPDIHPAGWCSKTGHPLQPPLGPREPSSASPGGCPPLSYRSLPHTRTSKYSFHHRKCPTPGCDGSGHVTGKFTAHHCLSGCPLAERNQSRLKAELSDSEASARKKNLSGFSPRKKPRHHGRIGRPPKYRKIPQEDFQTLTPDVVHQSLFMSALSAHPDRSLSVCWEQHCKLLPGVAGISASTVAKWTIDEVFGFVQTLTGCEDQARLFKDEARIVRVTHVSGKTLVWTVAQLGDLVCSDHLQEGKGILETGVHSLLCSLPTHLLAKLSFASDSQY
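Displacement of a biotinylated histone H3(1-15) peptide monomethylated at Lys9 (75 nM) from L3MBTL1 (50 nM) was measured by AlphaScreen after a 30 min room-temperature compound incubation; cefsulodin titration served as intraplate control.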
TR SRC2 fluor cs = counter-screen for TRb-SRC2 inhibitors: fluorescence interference; TRb/SRC2 Texas Red total fluorescence interference; Potency, µM (top dose mostly 106 µM), without a hit: at the highest dose fluorescence change, negative = quenching; 0.29% of 280,000 active; AID 1479; active = well fitted curve in either direction with a large enough effect; inconclusive = small, poorly fitted or top-dose-only effect; note: % is set by controls: 0 for no effect and ±100 for the full control effect
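Human TRb ligand-binding domain at 0.6 uM with 20 nM Texas Red SRC2 peptide in Tris buffer containing 1 uM T3 and 5% DMSO, incubated with compound 5 h at ambient temperature. Total fluorescence (555/632 nm) calculated as parallel + 2 × perpendicular.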
TRb-SRC2 inh = disrupts binding of human TR beta to SRC2 | 0.065% of 280,000 active | P10828 | Potency, µM (top dose mostly 106 µM), for inactives: top-dose activity change, negative = inhibition, most hits filed as inhibitors | TRbeta-SRC2 peptide binding, fluorescence polarization; receptor liganded with 1 µM T3;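 note: plate controls were bound peptide for no effect and peptide without receptor for full effect; nearly all actives have a fitted effect of over 50% in size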
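Compounds were added to 0.6 uM TRb ligand-binding domain and 20 nM Texas Red-labeled SRC2 peptide in Tris buffer containing 1 uM T3, incubated 5 hr at ambient temperature, then read by fluorescence polarization.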
Tau fluor counter = counter-screen for tau fibril formation inhibitors; tau K18 P301L Alexa594 fluorescence, heparin fibrillization; 0.93% of 280,000 active; Potency, µM (highest dose often 57.7 µM), for the others: at the top dose activity change, negative = decrease; note: % is set by controls: 0 for no effect and ±100 for the full control effect; nearly all actives have a fitted effect of over 55% in size
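Human K18 P301L tau (15 uM unlabeled plus 0.24 uM Alexa 594-labeled, final) in 100 mM sodium acetate pH 7 was mixed with compound and 20 uM heparin and incubated 6 hr at 37 C.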
RECQ1 inh = RECQ1 (human) helicase inhibition; RECQ1 DNA unwinding, red fluorescence kinetic read; Potency, µM (titrated, usually from 57.3 µM), without a hit: top-dose activity, negative = inhibition, most hits filed as inhibitors; 0.54% of 240,000 active;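 note: plate controls were vehicle for no effect and no enzyme for full effect; nearly all actives have a fitted effect of over 30% in size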
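50 nM RECQ1T1 preincubated 15 min with compound in Tris pH 8.0 buffer with MgCl2, DTT, Tween-20 and 2.5 ug/ml poly(dI-dC); started with 200 nM TAMRA/BHQ-2 forked duplex and 2 mM ATP. Unwinding read as fluorescence (525/598 nm), two reads 2 h apart.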
Tau FP inhib = inhibitors of human tau fibril formation; K18 P301L tau heparin fibrillization, Alexa594 FP, 6 h; Potency, µM (series often up to 57.7 µM), for inactives: at the top dose activity, negative = inhibition, usual class: inhibitors; 0.39% of 280,000 active; note: % is set by controls: 0 for no effect and ±100 for the full control effect; nearly all actives have a fitted effect of over 55% in size
Target sequence (P10636 561-689 P618L limits assumed): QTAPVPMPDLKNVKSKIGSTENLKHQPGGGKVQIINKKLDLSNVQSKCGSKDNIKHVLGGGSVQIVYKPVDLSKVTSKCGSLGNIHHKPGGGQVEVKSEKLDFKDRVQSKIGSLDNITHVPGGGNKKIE
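Read-out: fluorescence polarization of Alexa 594-labeled tau (0.24 uM), 555 nm excitation, 632 nm emission. Mixtures held 15 uM unlabeled K18 P301L, compound and 20 uM heparin, pH 7 acetate buffer, incubated 6 hr at 37 C.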
Tau ThT inhib = blocks human tau fibril formation measured by thioflavin T. P10636. recombinant tau K18 P301L, heparin-induced fibrillization, ThT fluorescence. Potency, µM (highest dose often 57.4 µM), inactives show at the top dose activity, negative = inhibition, usual class: inhibitors. 2.1% of 270,000 active; note: % is set by controls: 0 for no effect and ±100 for the full control effect; nearly all actives have a fitted effect of over 55% in size
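ThT emission at 510 nm, taken 1 hr after adding 30 uM dye, quantifies aggregates formed when 20 uM heparin acts on human tau K18 P301L for 6 hr at 37 C.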
* = called active by the depositor; i = inactive; ? = inconclusive; . = no result given; & = joins results of further samples; [ ] = another dose, or the depositor's remark. Unless noted, calls come from the whole dose curve; as a rule, active = well fitted curve in the direction sought with a large enough effect; inconclusive = small, poorly fitted or top-dose-only effect, or another doubt; inactive = no such curve, though single readings can be large; an effect the other way counts as inactive or inconclusive. Potency is the fitted concentration of half-maximal effect. This is a subset; rates above refer to the full screens.

SMILES | HTT cytoprotect | L3MBTL1 block | TR SRC2 fluor cs | TRb-SRC2 inh | Tau fluor counter | RECQ1 inh | Tau FP inhib | Tau ThT inhib
Cc1ccc(Cn2ncn(-c3ccccc3)c2=O)cc1 | 2% | 4% | -5% | 6% | -2% | 19% | 0% | -3%
O=S(=O)(Cc1cc(Cl)nc(-c2ccncc2)n1)c1ccccc1 | -14% | 6% | -4% | -4% | 5% | -4% | 9% | -1%
CN(C)/C=N/c1nc(-c2ccc3c(c2)OCO3)cs1 | -81%[inhibitor] | -18% | -5% | -2% | -11% | -2% | -3% | -12%
CC1CC(NC(=O)C2(C)CC2(Cl)Cl)CC(C)(C)C1 (centres undefined) | -5%[10 µM] | . | -4% | -4% | -11% | i | 0% | -1%
CCOC(=O)c1c(NC(=O)C(C)NCc2ccco2)sc2c1CCC(C)C2 (centres undefined) | -32% | . | 0% | 6% | -15% | -19% | 3% | ?
O=C(Nc1ccccc1)N(Cc1cccnc1)Cc1ccco1 | 27%[1.9 µM] | -4% | -2% | -1% | 8% | ? | 5% | -1%
O=C(NN1C(=O)c2ccccc2NC1c1ccco1)c1ccc(Br)cc1 (centres undefined) | -20% | . | 0% | -4% | -7% | 1% | -11% | -2%
Cc1csc(NC(=O)[C@@H]2CCCN2C(=O)c2cccs2)n1 | -5% | 21% | -2% | 2% | 4% | i | 4% | 1%
COc1ccc(Oc2ccc(C(F)(F)F)cc2N)cc1 | 17%[10 µM] | 32%[activator] | 0% | 2% | -19% | -1% | -2% | -8%
COc1cccc(-c2nc(-c3ccc4c(c3)NC(=O)CO4)cs2)c1 | -37%[inhibitor] | . | -1% | -2% | ? | -9% | ? | ?
COc1cccc(NC(=O)CSc2nncn2N)c1 | 8%[10 µM] | -5% | 1% | -16% | 3% | -12% | -2% | -1%
Cc1cc(C)c2c(=O)cc(C(=O)Nc3sc4c(c3C(=O)NCc3cccnc3)CCCC4)oc2c1 | . | . | 7% | 5% | -4% | . | -4% | -9%
COc1cccc(C(=O)Nc2cc(C)c3c(=O)oc4ccccc4c3n2)c1 | -21% | . | -5% | -3% | -29% | i | -10% | -4%
CCOC(=O)c1cccc(NC(=O)CSc2nnc(-c3ccoc3C)n2CC)c1 | -4% | -6% | -3% | -5% | -7% | -7% | -9% | -17%
CCOc1ccc2oc(-c3ccccc3)c(C(=O)N(C)C)c2c1 | 7% | . | -1% | 1% | -7% | i | 1% | -10%

Pulled by compound from the list above, 6 records:
SMILES | HTT cytoprotect | L3MBTL1 block | TR SRC2 fluor cs | TRb-SRC2 inh | Tau fluor counter | RECQ1 inh | Tau FP inhib | Tau ThT inhib
COc1cccc(-c2nc(-c3ccc4c(c3)NC(=O)CO4)cs2)c1 | -37%[inhibitor] | . | -1% | -2% | ? | -9% | ? | ?
CC1CC(NC(=O)C2(C)CC2(Cl)Cl)CC(C)(C)C1 (centres undefined) | -5%[10 µM] | . | -4% | -4% | -11% | i | 0% | -1%
COc1ccc(Oc2ccc(C(F)(F)F)cc2N)cc1 | 17%[10 µM] | 32%[activator] | 0% | 2% | -19% | -1% | -2% | -8%
CN(C)/C=N/c1nc(-c2ccc3c(c2)OCO3)cs1 | -81%[inhibitor] | -18% | -5% | -2% | -11% | -2% | -3% | -12%
Cc1cc(C)c2c(=O)cc(C(=O)Nc3sc4c(c3C(=O)NCc3cccnc3)CCCC4)oc2c1 | . | . | 7% | 5% | -4% | . | -4% | -9%
CCOC(=O)c1cccc(NC(=O)CSc2nnc(-c3ccoc3C)n2CC)c1 | -4% | -6% | -3% | -5% | -7% | -7% | -9% | -17%

(next part)
SMILES | HTT cytoprotect | L3MBTL1 block | TR SRC2 fluor cs | TRb-SRC2 inh | Tau fluor counter | RECQ1 inh | Tau FP inhib | Tau ThT inhib
Cn1c(Cn2nnc3ccccc32)nnc1SCC(=O)Nc1nccs1 | -11%[10 µM] | -3% | -6% | -1% | 10% | 8% | 8% | 11%
Cc1noc(C)c1-c1nc(N2CCOCC2)c2ccccc2n1 | 0% | . | 0% | 6% | -2% | -2% | -11% | 9%
Cc1nn(CC(=O)O)c(C)c1C | 5% | -5% | 2% | -18% | 4% | i | -1% | 9%
Cc1cccc(CCNC(=O)c2sc3nc4n(c(=O)c3c2C)CCCC4)c1 | . | . | 1% | -5% | -2% | . | -14% | ?
CCN(CC)c1ccc(/C=C2\C(=O)c3ccc(C(=O)O)cc3C2=O)cc1 | 9%[10 µM] | ? | ? | 25% | -7% | 2% | ? | 2µM*
CC(=O)c1ccc(NC(=S)N2CC(C)CC(C)C2)cc1 (centres undefined) | 7%[10 µM] | 0% | -3% | -1% | -5% | -8% | 3% | -6%
CC(C)CO/N=C1/C[C@@H](O)[C@@H](O)[C@@H]2[C@@H]3C(=O)N(Cc4ccc5c(c4)OCO5)C(=O)[C@H]3CC[C@H]12 | -11%[10 µM] | . | 1%[11.2 µM] | 0%[11.2 µM] | -11%[11.6 µM] | -1%[11.5 µM] | 2%[11.6 µM] | -11%[11.5 µM]
COC(=O)c1ccc(-n2nnnc2SCC(=O)Nc2ccccc2OC)cc1 | -22%[10 µM] | 2% | 2% | 1% | -14% | -7% | 1% | -4%
NCC(=O)NCC(=O)OCc1ccccc1 | ? | 12% | -1% | -2% | -4% | -5% | -4% | -5%
Cc1cc(C)n(-c2cc(N3CCN(S(=O)(=O)c4ccc5ccccc5c4)CC3)ccc2[N+](=O)[O-])n1 | 0% | -9% | 0% | -7% | -19% | i | -3% | -10%
CCN(CC)c1ccc(/C=N/N2CCN(Cc3ccc(C)cc3C)CC2)c(O)c1 | -9%[1.9 µM] | -8% | 7% | -2% | -23% | -8% | 7% | -18%
Cn1cnc2cc(NCc3cccs3)ccc21 | -28% | . | -2% | 1% | -11% | -6% | -6% | -10%
C/C(N=Nc1nc2ccccc2s1)=N\Nc1ccccc1O | -56%[inhibitor][10 µM] | . | -1% | -6% | ? | -1% | -7% | .
Cc1ccc(C)c2[nH]c(=O)c(CCNC(=O)c3ccco3)cc12 | -17% | . | -1% | 1% | 0% | -1% | -1% | 4%
CCCOc1ccc(C(CC(=O)O)NC(=O)c2ccc3c(c2)OCO3)cc1 (centres undefined) | -19% | 7% | -1% | 5% | -5% | i | 5% | -10%
Cn1c(SCC(=O)N2CCOCC2)nnc1-c1cnccn1 | -2%[10 µM] | -6% | 1% | 9% | -11% | 14% | 10% | -7%
Cc1ccccc1NP(=O)(c1ccccc1)c1nc2ccccc2s1 (centres undefined) | -40%[inhibitor] | . | -3% | -3% | -5% | i | -14% | -9%
COc1ccccc1N1CCN(C(=O)c2ccc3nc(-c4ccco4)c(-c4ccco4)nc3c2)CC1 | -11%[0.074 µM] | 28µM* | -3% | 5% | -15% | -13% | 9% | ?
CC(NC(=O)Nc1ccc(Cl)c(Cl)c1)C(c1ccccc1)N1CCOCC1 (centres undefined) | 4%[10 µM] | ? | 3% | 9% | -4% | -1% | -7% | 3%
Cc1ccc(C)c(NC(=O)CN2C(=O)COc3ccc(Cl)cc32)c1 | . | . | 4% | 3% | -14% | . | -12% | -12%
CC(=O)c1ccc(N2CCN(C(=O)c3ccc(OCc4c(C)noc4C)cc3)CC2)cc1 | -33% | 2% | -2% | 2% | -10% | i | 6% | ?
CC(C)c1ccc(S(=O)(=O)/N=C2/C=CC(=O)c3ccccc32)cc1 | -29% | . | -6% | ? | ? | i | ? | 28µM*
CCOC(=O)N/N=C/c1ccc(C)o1 | -6% | 1% | 1% | 7% | 4% | -35% | 2% | 3%
CS(=O)(=O)N1CCc2cc(S(=O)(=O)Nc3ccc4oc5c(c4c3)CCCC5)ccc21 | -17% | . | 0% | -14% | ? | -16% | 0% | 16%
O=C(CCc1ccc(S(=O)(=O)N2CCOCC2)cc1)N1CCN(Cc2ccc3c(c2)OCO3)CC1 | 10% | . | -5% | 0% | -7% | 1% | 0% | -14%
O=C(O)CNC(=O)c1nc(-c2ccccc2)n(-c2ccccc2)n1 | 9%[10 µM] | -9% | -3% | -2% | -6% | -2% | -2% | 0%
N#Cc1ccc(C(=O)Nc2ccc([N+](=O)[O-])cc2)c(F)c1 | 9%[10 µM] | 0% | -8% | 0% | -19% | -7% | 5% | -17%
COc1ccc(Nc2nc(N)nc(CSc3nc4cc(OC)ccc4s3)n2)cc1 | . | . | -13% | 9% | 14µM*[quencher] | . | -2% | ?
Clc1ccc2ncnc(NCc3ccc4c(c3)OCO4)c2c1 | -93%&-22%[inhibitor] | . | -4%&0%&1% | 1%&1%&0% | -17%&-10% | -14%&-4% | -16%&-6% | -12%&0%
O=C(Nc1cc(Cl)cc(Cl)c1)c1ccc(F)c(S(=O)(=O)NCc2ccccc2Cl)c1 | . | . | -3% | 5% | ? | . | 8.9µM* | 4%
Cc1ccc(C(c2nnnn2CCc2ccccc2)N2CCC(C)CC2)cc1 (centres undefined) | -47%[inhibitor][10 µM] | -11% | -2% | 7% | -3% | 0% | 1% | -4%
CCCCCCC(=O)N1C/C=C\C(c2ccc(OC)cc2)N(Cc2ccc(F)cc2)C(=O)[C@H]1Cc1ccccc1 (some centres undefined) | -10%[10 µM] | . | -1% | -7% | -23% | i | -2% | ?
CCOCC(=O)Nc1nnc(Cc2ccc(OC)cc2)s1 | 14%[10 µM] | 4% | -4% | -4% | -1% | -2% | -8% | -1%
CCN1C(=O)N(c2cccc3ccccc23)C(C)=CC1(C)C | 23% | 6% | -2% | -8% | 0% | -4% | 2% | -8%
CC1CC(C)CN(Cc2nc(N)nc(Nc3ccc4ccccc4c3)n2)C1 (centres undefined) | 15%[1.9 µM] | ? | -3% | 1% | -10% | -3% | -3% | -14%
COc1ccc(N(CC(=O)NCCc2ccccc2)S(=O)(=O)c2ccc(OC)c(OC)c2)cc1 | . | . | -4% | -1% | -19% | . | -6% | -6%
C1=CCC(CN2CCN(C3CCCCCC3)CC2)CC1 (centres undefined) | -35% | . | -1% | 0% | 1% | -16% | 2% | 2%
CC1(C(=O)NCCN2CCOCC2)C=CC2(CCCCC2)N1C(=O)c1ccccc1 (centres undefined) | 9% | 8% | -1%&0% | -4%&3% | -2%&-16% | 0% | 5%&1% | -3%&-13%

Screening data from PubChem.
